# Screens: PubChem, Broad Institute
# U2OS ROS induce: cancer cell ROS induction. U2OS ROS induction, H2DCF-DA fluorescence. AID 624156. 46,000 tested, 2% active. ROS induction (% of piperlongumine), % at 10 µM; in the data active = ROS induction above about 79%, passing the limit was not always enough; inconclusive = no clear call, values can overlap the other calls;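 also: 0% = DMSO vehicle median and 100% = reference compound median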
# * = called active by the depositor; ? = inconclusive.
SMILES,U2OS ROS induce
C[C@@H]1CC[C@H](O)/C=C/C(=O)O[C@H](C)CC[C@H](O)/C=C/C(=O)O1,4
O=C(CSc1nc2ccccc2[nH]1)Nc1ccc(Cl)c(Br)c1,-2
Cc1noc(C)c1NC(=O)N(C)C[C@@H]1Oc2c(NS(=O)(=O)c3ccc(F)cc3)cccc2C(=O)N([C@H](C)CO)C[C@H]1C,-3
C[C@H](CO)N1C[C@H](C)[C@@H](CN(C)CC2CC2)Oc2c(NC(=O)Nc3cccc4ccccc34)cccc2C1=O,-1
CCCc1c(-c2ccccc2)nc2sc3c(c2c1N)CCCCC3,169*
C[C@H]1CN([C@@H](C)CO)C(=O)c2cc(NC(=O)Nc3ccc(F)cc3)ccc2O[C@H]1CN(C)C,-6
Nc1nonc1-c1ccccc1,45
CC(C)NC(=O)N(C)C[C@@H]1Oc2ccc(NC(=O)Cc3cn(C)c4ccccc34)cc2C(=O)N([C@@H](C)CO)C[C@@H]1C,17
COc1ccc(NC(=O)Nc2ccc3c(c2)C(=O)N([C@H](C)CO)C[C@H](C)[C@H](CN(C)S(=O)(=O)c2ccc(OC)cc2)OCCCC[C@@H](C)O3)cc1,37
C[C@H]1CN([C@@H](C)CO)C(=O)c2cccc(NS(=O)(=O)c3ccc(Cl)cc3)c2O[C@H]1CN(C)CC1CC1,0
C[C@@H]1CN([C@@H](C)CO)C(=O)c2cc(NC(=O)Cn3cnnn3)ccc2O[C@H]1CN(C)Cc1ccc(C(=O)Nc2ccccc2N)cc1,-8
C[C@@H]1CN([C@H](C)CO)C(=O)c2cccc(NC(=O)c3cnccn3)c2O[C@@H]1CN(C)S(=O)(=O)c1ccccc1,2
Cc1ccccc1-n1c(=S)[nH]c2nc3c(cc2c1=O)CCCC3,49
Cc1ccc(CN(C)C[C@H]2OCc3cn(nn3)CCCC(=O)N([C@@H](C)CO)C[C@H]2C)cc1,2
CC(=O)Nc1ccc(S(=O)(=O)Nc2cccc(N(C)S(C)(=O)=O)c2)cc1,-3
Cc1ccccc1S(=O)(=O)N(C)C[C@@H]1OCc2cn(nn2)CCCC(=O)N([C@@H](C)CO)C[C@@H]1C,7
CNC[C@@H]1Oc2ccc(NC(=O)CCN3CCOCC3)cc2CC(=O)N([C@@H](C)CO)C[C@@H]1C,-8
C[C@H]1CN([C@@H](C)CO)C(=O)Cc2cc(NC(=O)CCC(F)(F)F)ccc2O[C@@H]1CN(C)C(=O)Nc1ccc2c(c1)OCO2,-7
CC(=O)Oc1ccc(C(=O)N2CCc3ccccc3C2)cc1,-12
CS(=O)(=O)N1CCN(C(=S)NCc2ccco2)CC1,-1
COc1ccc(-c2c(O)c3c(OC)c4c(cc3oc2=O)OC(C)(C)C=C4)cc1,30
Cc1noc(C)c1S(=O)(=O)N(C)C[C@H]1Oc2c(NC(=O)c3nc4ccccc4s3)cccc2C(=O)N([C@@H](C)CO)C[C@H]1C,12
COc1ccccc1NC(=O)N(C)C[C@H]1OCc2cn(nn2)CCCC(=O)N([C@H](C)CO)C[C@@H]1C,38
Cc1nc2c3ccccc3nc(SCc3cccc(C(F)(F)F)c3)n2n1,44
Cn1cnc2c(cnn2-c2ccc(F)cc2)c1=O,-11
Cc1nn(CC(=O)NC2CCCC2)c2ccccc12,-8
CCCCN1C(=O)NC(C(F)(F)F)(C(F)(F)F)C2=C1CC(C)(C)CC2=O,-13
Cc1ccc(NC(=O)c2ccco2)c(NC(=O)CN2C(=O)c3ccccc3C2=O)c1,-12
Cc1ccc(SC(=O)c2c(C)noc2COc2ccccc2)cc1,28
C/C=C(\C)C(=O)OC(/C=C/C(O)C(C)O)C1C=CC(=O)O1 (stereo unspecified),-7
CCOC(=O)C1=C(CSc2ccc(Cl)cc2)NC(=O)NC1c1cc(C)ccc1C (stereo unspecified),5
COc1ccc(S(=O)(=O)Nc2cccc3c2O[C@H](CN(C)C(=O)Nc2ccc4c(c2)OCO4)[C@@H](C)CN([C@@H](C)CO)C3=O)cc1,17
C[C@@H]1CN([C@H](C)CO)C(=O)c2cc(NC(=O)Cc3ccccc3)ccc2O[C@@H]1CN(C)Cc1ccc(C(=O)O)cc1,-3
Cc1noc(C)c1NC(=O)Nc1ccc2c(c1)C(=O)N([C@H](C)CO)C[C@H](C)[C@H](CN(C)Cc1ccc(C(F)(F)F)cc1)OCCCC[C@@H](C)O2,11
C[C@H](CO)N1C[C@H](C)[C@@H](CN(C)C(=O)Nc2ccc3c(c2)OCO3)Oc2c(NC(=O)c3nc4ccccc4s3)cccc2C1=O,-1
FC(F)(F)c1cc(-c2ccc3ccccc3c2)no1,9
O=c1cc(CSc2nc3ccccc3o2)[nH]c(=S)[nH]1,-4
CNC[C@H]1Oc2ccc(NC(=O)CCCN(C)C)cc2C(=O)N([C@@H](C)CO)C[C@@H]1C,-7
COc1ccccc1-c1noc(CCC(=O)Nc2ccccc2C)n1,-8
COc1ccc(OCC(=O)Nc2ccc3oc(-c4ccc(C)cc4C)nc3c2)cc1,6
Cc1c(NC(=O)COc2ccc(C(C)(C)C)cc2)cccc1C(=O)O,-6
COc1cc(C2c3cc(O)c(OC)cc3CC(CO)C2CO[C@@H]2O[C@H](CO)[C@@H](O)[C@H](O)[C@H]2O)ccc1O (stereo partly specified),-1
COC(=O)c1cc(C(=O)NCc2ccccn2)cc([N+](=O)[O-])c1,-8
Cc1ccnc(SCC(=O)Nc2ccc(Br)cc2F)n1,-12
O=C1c2ccccc2C(=O)C1c1cc(=O)[nH]c2c1ccc1ccccc12,23
NNC(=O)c1cc2sccc2s1,-27
CC1=C(C)N(c2ccccc2)NC(=S)S1,-8
Cc1ccc(-n2cc(-c3ccccc3)c3c(=O)[nH]cnc32)cc1,?
CCOc1ccccc1NC(=O)c1c(NC(=O)CN2CCOCC2)sc2c1CCC2,8
CCOC(=O)c1c(NC(=O)CSc2nc3c(cc2C#N)CCCC3)sc2c1CCCC2,17
C[C@H](CO)N1C[C@H](C)[C@@H](CN(C)Cc2ccc(C(=O)O)cc2)Oc2c(NC(=O)C3CC3)cccc2C1=O,-2
Cc1cc(OCc2nc3ccccc3s2)ccc1NC(=O)c1cccc(F)c1,6
COc1ccc(NC(=O)CSc2nnc(-c3cccs3)n2-c2ccc(F)cc2)cc1,47
Cc1nc(-c2cc(C#N)c(SCCC(=O)OC(C)(C)C)nc2C)cs1,0
Cc1ccc(S(=O)(=O)N(C)C[C@H]2OCCCC[C@@H](C)Oc3ccc(N(C)C)cc3C(=O)N([C@H](C)CO)C[C@@H]2C)cc1,0
C[C@H]1CN([C@@H](C)CO)C(=O)c2cccc(NS(=O)(=O)c3ccc(F)cc3)c2O[C@H]1CN(C)C(=O)Nc1ccc(C(F)(F)F)cc1,2
Cn1c(=O)[nH]c(=O)c2c1ncn2CCNCc1ccco1,-4
Cc1noc(C)c1NC(=O)N(C)C[C@H]1Oc2ccc(N(C)C)cc2C(=O)N([C@H](C)CO)C[C@H]1C,-1
Cc1c(Br)c([N+](=O)[O-])nn1C(C)C(=O)NCc1cccnc1 (stereo unspecified),-6
C[C@H](CO)N1C[C@H](C)[C@H](CN(C)C(=O)Nc2cccc3ccccc23)Oc2ccc(NC(=O)C3CCCCC3)cc2C1=O,-8
# More records follow:
SMILES,U2OS ROS induce
c1ccc(CNc2nc(NC3CCCCC3)nc(N3CCOCC3)n2)cc1,27
COc1ccc(S(=O)(=O)N(C)C[C@H]2OCCCC[C@@H](C)Oc3ccc(NC(=O)NC4CCCCC4)cc3C(=O)N([C@H](C)CO)C[C@@H]2C)cc1,34
COc1ccc(NC(=O)Nc2ccc3c(c2)CC(=O)N([C@H](C)CO)C[C@H](C)[C@H](CN(C)S(=O)(=O)c2ccc(F)cc2)O3)cc1,6
CCc1nn(C(C)C(=O)NC)c(=O)c2cc3occc3n12 (stereo unspecified),-11
CCOC(=O)c1c(NC(C)=O)sc2c1CCCNC2=O,53
COc1ccccc1CC(=O)Nc1ccc(-c2noc(-c3ccccc3C)n2)cc1,3
COc1cc(C)c(Cl)cc1S(=O)(=O)NCc1ccccn1,-4
O=C(C[n+]1ccccc1)Nc1ccccc1C(=O)O,-8
C[C@@H]1CN([C@H](C)CO)C(=O)c2cc(NC(=O)Nc3cccc4ccccc34)ccc2O[C@H]1CN(C)Cc1ccc(C(=O)Nc2ccccc2N)cc1,3
C[C@@H]1CN([C@@H](C)CO)C(=O)Cc2cc(NS(=O)(=O)c3cccs3)ccc2O[C@@H]1CN(C)Cc1ccncc1,8
Cc1ccccc1-c1oncc1-c1nnnn1-c1ccccc1,-5
CCCC(=O)Nc1ccc2c(c1)c1ccccc1n2CC,-14
O=C(COc1ccc([N+](=O)[O-])cc1)Nc1ccc2oc(-c3ccc(Br)cc3)nc2c1,-6
CCOC(=O)CSc1nc(N)c2c3c(sc2n1)COC(C)(C)C3,18
Cc1noc(C)c1NC(=O)N(C)C[C@@H]1Oc2c(NC(=O)Nc3ccc4c(c3)OCO4)cccc2C(=O)N([C@@H](C)CO)C[C@@H]1C,-5
COC(=O)NC(Nc1ccccc1C(F)(F)F)C(=O)c1ccccc1 (stereo unspecified),-15
C[C@@H]1CCCCO[C@@H](CN(C)C)[C@@H](C)CN([C@H](C)CO)C(=O)c2cc(NC(=O)c3ccncc3)ccc2O1,18
C[C@H](CO)N1C[C@H](C)[C@H](CN(C)Cc2ccc(Oc3ccccc3)cc2)Oc2ccc(NC(=O)Cc3cn(C)c4ccccc34)cc2CC1=O,5
COc1ccc(CN(C)C[C@@H]2Oc3c(NS(=O)(=O)c4ccc(F)cc4)cccc3C(=O)N([C@@H](C)CO)C[C@@H]2C)cc1,-2
COC(=O)c1ccc(OCC(=O)Nc2ccsc2C(=O)OC)cc1,20

# Seven structures already listed, sorted by SMILES length, high to low:
SMILES,U2OS ROS induce
COc1cc(C2c3cc(O)c(OC)cc3CC(CO)C2CO[C@@H]2O[C@H](CO)[C@@H](O)[C@H](O)[C@H]2O)ccc1O (stereo partly specified),-1
COc1ccccc1NC(=O)N(C)C[C@H]1OCc2cn(nn2)CCCC(=O)N([C@H](C)CO)C[C@@H]1C,38
Cc1ccc(NC(=O)c2ccco2)c(NC(=O)CN2C(=O)c3ccccc3C2=O)c1,-12
CCOC(=O)C1=C(CSc2ccc(Cl)cc2)NC(=O)NC1c1cc(C)ccc1C (stereo unspecified),5
C/C=C(\C)C(=O)OC(/C=C/C(O)C(C)O)C1C=CC(=O)O1 (stereo unspecified),-7
CC(=O)Oc1ccc(C(=O)N2CCc3ccccc3C2)cc1,-12
Cc1ccccc1-c1oncc1-c1nnnn1-c1ccccc1,-5

# Further compounds:
SMILES,U2OS ROS induce
Cc1nn(-c2ccccc2)c(C)c1NC(=O)COc1ccc2ccccc2c1,-1
C[C@@H]1CCCCO[C@@H](CN(C)C(=O)c2ccncc2)[C@@H](C)CN([C@H](C)CO)C(=O)c2cc(NC(=O)CCC(F)(F)F)ccc2O1,-2
COC(=O)c1ccc(NC(=O)CSc2nncc3ccccc23)cc1,1
Cc1cccc(N=C2NC(=O)/C(=C/c3ccc(F)cc3)S2)c1C,-11
C[C@H](CO)N1C[C@H](C)[C@H](CN(C)S(=O)(=O)c2ccc(F)cc2)Oc2ccc(NC(=O)NC3CCCCC3)cc2CC1=O,10
COc1ccc(S(=O)(=O)Nc2ccc3c(c2)CC(=O)N([C@@H](C)CO)C[C@H](C)[C@H](CN(C)C(=O)Nc2ccc(F)cc2)O3)cc1,1
Cc1cc(C2(c3cc(C)c(N)c(C)c3)CCCCC2)cc(C)c1N,1
O=C(CSc1oc(-c2ccccc2)nc1S(=O)(=O)c1ccccc1)Nc1ccc(F)cc1,-11
COc1ccc(S(=O)(=O)N(C)C[C@@H]2Oc3ccc(NC(=O)Cc4ccccc4)cc3C(=O)N([C@@H](C)CO)C[C@@H]2C)cc1,3
Cn1c(=O)c2c(ncn2CC(=O)NCc2ccco2)n(C)c1=O,-6
CCc1ccc(/C=c2\sc3nc(C4COc5ccccc5O4)nn3c2=O)cc1 (stereo unspecified),-6
Cc1ccc(-c2nsc(SCC(=O)NCc3ccc4c(c3)OCO4)n2)cc1,3
Cc1ccc2c(c1)N(C(=O)NCc1ccccc1)CC(C)O2 (stereo unspecified),-5
COc1ccccc1C1=NOC(Cn2c(NCc3ccccc3)nc3c2c(=O)n(C)c(=O)n3C)C1 (stereo unspecified),12
CCOC(=O)c1ccc2nc(C(F)(F)F)cc(N3CCN(c4ccccc4)CC3)c2c1,33
O=c1c2ccccc2nc(CSc2nnc3c4ccccc4nc(-c4ccccc4)n23)n1-c1ccccc1F,-7
C[C@H]1CN([C@@H](C)CO)C(=O)c2cc(NC(=O)Nc3ccc4c(c3)OCO4)ccc2O[C@H]1CN(C)C(=O)Nc1ccccc1,5
C[C@H]1CN([C@@H](C)CO)C(=O)Cc2cc(NC(=O)Nc3ccc(C(F)(F)F)cc3)ccc2O[C@@H]1CN(C)S(=O)(=O)c1ccc(F)cc1,-6
C[C@@H]1CCCCO[C@@H](CN(C)C(=O)CCC(F)(F)F)[C@@H](C)CN([C@H](C)CO)C(=O)c2cc(NC(=O)CCC(F)(F)F)ccc2O1,22
O=C(Nc1cccc(F)c1)c1cc(S(=O)(=O)NCCc2ccccc2)ccc1F,-4
C[C@@H]1CN([C@@H](C)CO)C(=O)c2cccc(NC(=O)NC3CCCCC3)c2O[C@H]1CN(C)Cc1ccncc1,-2

# A different layout for part of the listing above.
Cc1ccc2c(c1)N(C(=O)NCc1ccccc1)CC(C)O2 (stereo unspecified)
  U2OS ROS induce: -5

COc1ccccc1C1=NOC(Cn2c(NCc3ccccc3)nc3c2c(=O)n(C)c(=O)n3C)C1 (stereo unspecified)
  U2OS ROS induce: 12

# An excerpt of these results, with bars between the fields:
Compound | U2OS ROS induce
C[C@@H]1CCCCO[C@@H](CN(C)C(=O)c2ccncc2)[C@@H](C)CN([C@H](C)CO)C(=O)c2cc(NC(=O)CCC(F)(F)F)ccc2O1 | -2
COC(=O)c1ccc(NC(=O)CSc2nncc3ccccc23)cc1 | 1
Cc1cccc(N=C2NC(=O)/C(=C/c3ccc(F)cc3)S2)c1C | -11
C[C@H](CO)N1C[C@H](C)[C@H](CN(C)S(=O)(=O)c2ccc(F)cc2)Oc2ccc(NC(=O)NC3CCCCC3)cc2CC1=O | 10
COc1ccc(S(=O)(=O)Nc2ccc3c(c2)CC(=O)N([C@@H](C)CO)C[C@H](C)[C@H](CN(C)C(=O)Nc2ccc(F)cc2)O3)cc1 | 1

# This is a subset (hit frequency here may not be typical).
